PAD4 FP inh: PAD4 (human) enzyme inhibition | hit rate 0.41% among 330,000 | Q9UM07 | recombinant PAD4, RCA probe fluorescence polarization | inhibition, % at 6.36 µM;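 active means percent inhibition above a cutoff equal to the mean of all tested compounds plus 3 SD, cut at about 15% in these data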;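 further: 0% = PAD4 with RCA probe and DMSO and 100% = probe without PAD4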
GSTO1 inh: counter-screen for RBBP9 inhibitors: inhibitors of human GSTO1; recombinant GSTO1, activity-based probe fluorescence polarization; AID 1974; P78417; inhibition, % at 5.96 µM; hit rate 1.1% among 300,000;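 active means inhibition above the campaign mean inhibition plus 3 SD, cut at about 35% in these data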;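 further: 0% = GSTO1-1 with DMSO and 100% = wells lacking GSTO1-1 enzyme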
Target sequence (P78417 whole entry, looked up): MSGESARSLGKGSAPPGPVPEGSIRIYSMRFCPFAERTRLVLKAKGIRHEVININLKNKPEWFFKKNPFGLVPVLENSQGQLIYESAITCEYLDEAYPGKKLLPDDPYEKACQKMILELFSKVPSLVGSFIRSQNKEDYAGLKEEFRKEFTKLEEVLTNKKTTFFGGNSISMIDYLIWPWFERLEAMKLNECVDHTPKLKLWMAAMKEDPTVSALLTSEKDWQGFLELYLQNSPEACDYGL
LYPLA1 inh: LYPLA1 (human) inhibition in PME1 counter-screen; O75608; recombinant LYPLA1, FP-Rh probe fluorescence polarization; inhibition, % at 5.9 µM; hit rate 0.16% among 320,000; AID 2174;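 active means inhibition above the mean of all tested compounds plus 3 SD, set per campaign, cut at about 14% in these data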;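 further: inhibitors block serine hydrolase probe labeling of LYPLA1 so polarization falls; 0% = enzyme with DMSO and 100% = wells lacking LYPLA1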
PAFAH1B3 FP inh: blocks human PAF acetylhydrolase 1B catalytic subunit 3 | Q15102 | recombinant PAFAH1B3, FP-rhodamine probe, fluorescence polarization | inhibition, % at 3.39 µM | hit rate 0.28% among 340,000;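 active means inhibition above the screen-wide average of all tested compounds plus 3 SD, cut at about 25% in these data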;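 further: 0% = enzyme with DMSO only and 100% = wells lacking PAFAH1B3 protein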
Target sequence (Q15102 whole entry, looked up): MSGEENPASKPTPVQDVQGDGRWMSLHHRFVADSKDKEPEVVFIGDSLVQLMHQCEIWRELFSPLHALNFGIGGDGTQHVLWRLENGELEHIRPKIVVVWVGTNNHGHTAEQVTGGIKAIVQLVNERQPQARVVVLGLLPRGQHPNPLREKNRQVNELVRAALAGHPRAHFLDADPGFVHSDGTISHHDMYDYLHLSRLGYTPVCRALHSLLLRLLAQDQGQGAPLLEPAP
ZTA DNA inh: ZTA (EBV) inhibition in EBNA-1 counter-screen; ZTA-DNA binding, fluorescence polarization; inhibition, % at 11 µM; hit rate 0.15% among 320,000; in the data active means inhibition above about 33%
Target sequence (P03206 whole entry, looked up): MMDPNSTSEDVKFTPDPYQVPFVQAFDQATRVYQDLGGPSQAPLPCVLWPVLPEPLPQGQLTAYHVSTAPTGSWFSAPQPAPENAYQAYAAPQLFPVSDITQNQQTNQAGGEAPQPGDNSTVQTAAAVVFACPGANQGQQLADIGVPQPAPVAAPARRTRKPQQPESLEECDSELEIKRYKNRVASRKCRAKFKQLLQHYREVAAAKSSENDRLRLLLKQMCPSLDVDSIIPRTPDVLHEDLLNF
PREPL inhibitor: human PREPL enzyme inhibition. Q4J6C6. recombinant PREPL, fluorescence polarization activity-based probe. inhibition, % at 5.96 µM. hit rate 0.68% among 320,000. AID 2751; in the data active means inhibition above about 43%;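 further: 0% = enzyme with DMSO and 100% = wells lacking enzyme; many of its hits are not listed in these tables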
PAFAH2 inh: inhibitors of human PAFAH2; Q99487; recombinant PAFAH2, FP-rhodamine activity probe, fluorescence polarization; inhibition, % at 3.39 µM; hit rate 0.99% among 340,000; AID 492956;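 active means inhibition above the mean over all tested compounds plus 3 SD, cut at about 30% in these data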;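 further: inhibitors block probe labeling of enzyme so polarization drops; 0% = enzyme with DMSO and 100% = wells lacking PAFAH2 protein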
EBNA-1 inh: blocks EBNA-1 binding to DNA. EBNA-1 DNA binding, fluorescence polarization. inhibition, % at 14.8 µM. hit rate 0.34% among 300,000; in the data active means inhibition above about 28%
LYPLA2 inh: blocks human lysophospholipase 2, a PME1 counter-screen. O95372. inhibition, % at 5.9 µM. recombinant LYPLA2, FP-Rh probe fluorescence polarization. hit rate 0.38% among 320,000;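 active means inhibition above the screen-wide mean plus 3 SD, limit set per campaign, cut at about 26% in these data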;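 further: 0% = LYPLA2 with DMSO and 100% = wells lacking LYPLA2 enzyme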
The depositor's hits bear a star; . = not tested or not shown.

canonical_smiles,PAD4 FP inh,GSTO1 inh,LYPLA1 inh,PAFAH1B3 FP inh,ZTA DNA inh,PREPL inhibitor,PAFAH2 inh,EBNA-1 inh,LYPLA2 inh
CCOC(=O)c1c(C)[nH]c(C(C)=NNC(=O)c2cccs2)c1C,6,.,.,9,.,19,-3,.,.
Cc1ccc(C(=O)N/C(=C\c2cn(-c3ccccc3)nc2-c2ccccc2)C(=O)N2CCOCC2)cc1,-3,-1,-2,-4,5,2,7,-2,-6
CC(C)CC(OC(=O)c1cccs1)C(=O)NCC1CCCO1 (stereo not drawn),-6,-3,1,-2,-16,4,16,-15,-3
CN(C)c1cccc(C(=O)NN2C(=O)NC3(CCCCC3)C2=O)c1,-8,.,-4,0,2,8,1,.,-2
Cc1ccc(S(=O)(=O)Cc2ccc(C(=O)OCc3ccccc3)cc2)cc1,0,1,0,2,-11,-13,-2,-14,-1
O=C(NC1=NCCS1)c1ccc2c(c1)C(=O)N(Cc1ccco1)C2=O,1,-3,0,-7,-17,18,-1,0,8
COC(=O)c1ccc(N/N=C/c2cc([N+](=O)[O-])cc(OC)c2O)cc1,-1,-4,3,12,-6,4,24,-7,7
CCOc1ccccc1NC(=O)c1cccc2c1C(=O)N(CCOC)C2,1,-4,6,-2,0,6,3,8,4
CCOC(=O)C1CCN(C(=O)CCNS(=O)(=O)c2cc(Br)cnc2N)CC1,3,3,-1,-308,-6,1,1,2,7
CCCc1cc(=O)oc2cc(OCC(=O)N3CCOCC3)c(Cl)cc12,-6,0,2,6,4,17,-3,-2,-5
CCCCn1c(N)c(N(CC(C)C)C(=O)c2cc3c(s2)CCC3)c(=O)[nH]c1=O,-1,-3,-2,5,-2,11,6,-4,-6
CC(=O)N1CCN(c2ccc(NC(=S)NC(=O)c3ccccc3)cc2)CC1,0,0,2,5,12,6,-7,8,13
Cc1ccc(S(=O)(=O)N2CCCC2CNC(=O)c2ccccc2)cc1 (stereo not drawn),3,1,-2,0,8,9,-2,1,2
O=C(CCc1nc2sc3c(c2c(=O)[nH]1)CCCC3)NCCc1ccc(F)cc1,-12,-4,4,7,-3,6,4,2,-6
Cc1ccc(CNC(=O)C(=O)NCC2OCCN2S(=O)(=O)c2ccc(Br)cc2)cc1 (stereo not drawn),-1,-2,6,7,-11,3,-4,-15,13
O=C1CCN(C(=O)c2ccc(Cl)cc2)N1,-1,3,6,2,-5,1,5,4,1
Cc1cc(NS(=O)(=O)c2c(C(=O)N3CCOCC3)c(C)n(C)c2C)ccc1Br,6,3,3,1,-2,-2,5,-4,2
CC(/C=N/NC(=O)c1cc(-c2ccncc2)nc2ccccc12)=C\c1ccco1,-8,2,-12,0,4,1,-5,3,-1
CN(C)S(=O)(=O)N1CCN(C(=O)c2ccccc2)CC1,3,-2,3,4,-15,9,2,-2,5
COc1ccc(OC(C)C(=O)NC2CCCCCCC2)cc1 (stereo not drawn),5,10,1,7,3,-4,2,9,2
CO/N=C/C(C#N)=C/c1ccc(OC)cc1,0,2,2,3,3,-5,-2,-11,4
Cc1cc(Cl)c2oc(C(=O)N(C)C3CCOC3)c(C)c2c1 (stereo not drawn),0,-2,-2,5,8,-3,-3,5,4
CC1CCC(N2CCN(c3ccc([N+](=O)[O-])cc3)CC2)CC1 (stereo not drawn),-2,6,3,8,-9,21,1,-13,7
CCC(C)NCCOc1cc(C)cc(C)c1C (stereo not drawn),2,-5,2,-1,-15,4,-1,9,6
Clc1ccc(OCc2nn[nH]n2)cc1,1,2,2,8,9,0,5,-2,2
CC(C)CN(C(=O)c1cccc([N+](=O)[O-])c1)c1c(N)n(CC(C)C)c(=O)[nH]c1=O,0,9,8,9,0,11,4,2,9
O=C(CN(C(=O)CSc1nnc(COc2ccccc2)o1)c1ccc(F)cc1)NC1CCCCC1,2,-2,-2,13,4,12,3,9,0
CCN1CCN(c2nnc(-c3ccc(F)cc3)c3ccccc23)CC1,4,0,-4,6,-7,-5,6,-5,-3
CCc1cc(Br)ccc1NC(=O)C1CCCO1 (stereo not drawn),-7,1,-1,10,0,4,1,-10,1
CCCCOc1ccc(OCCSc2nc3ccccc3n2CC(=O)O)cc1,0,1,0,4,9,4,4,3,9
O=C(O)CCCCCNS(=O)(=O)c1cccc2c1C(=O)c1ccccc1C2=O,-5,4,-1,0,4,5,4,1,3
COc1ccc(NC(C)=O)cc1S(=O)(=O)N1CCn2cccc2C1C (stereo not drawn),-2,.,-3,-5,4,0,0,.,-2
CCOc1cc(CNc2ccc(N3CCOCC3)cc2)cc(Br)c1OCC,6,4,0,8,5,12,7,3,3
Cc1cc(Br)ccc1OCC(=O)NNC(=O)C(=O)Nc1ccccc1,-1,-4,2,2,8,-13,11,8,5
Cc1ccc2nsnc2c1S(=O)(=O)N(Cc1cc2cccc(C)c2[nH]c1=O)CC1CCCO1 (stereo not drawn),-1,2,1,5,12,5,4,2,2
CCn1c(C)c(C)c2cc(C(=O)N3CCN(c4cccc(C)c4C)CC3)ccc21,-9,3,3,-1,7,20,0,6,7
CC(C)(C)CC(C)(C)NCC(=O)Nc1c2c(nc3ccccc13)CCC2,0,12,1,4,-12,-6,0,-6,7
NS(=O)(=O)c1ccc(CCNC(=O)Cc2c[nH]c3ccccc23)cc1,3,-6,2,9,4,3,-3,2,1
CCn1c(-c2cc(Br)ccc2O)n[nH]c1=S,-3,20,-5,-2,25,-2,5,13,-1
CCOC(=O)Cc1csc(NC(=O)c2ccc(S(=O)(=O)N3CCCC3)cc2)n1,0,3,-3,2,0,3,3,-3,-2
CCc1ccccc1NC(=O)CN(C)C(=O)CSc1nc2cc(Cl)ccc2s1,-3,-5,4,6,-7,6,-4,0,0
CCO[C@H]1OC(C(=O)Nc2ccccc2)=C[C@@H](c2ccc(Br)cc2)[C@@H]1CCCO,-3,2,-5,3,12,-3,-5,12,0
COC(=O)c1sccc1NC(=O)Nc1cc(C)ccc1C,4,0,0,4,9,-2,8,5,0
O=C(NCCCN1CCOCC1)c1c(F)cccc1F,-2,4,0,5,12,3,10,5,2
O=C(NCc1ccncc1)c1cc(C(=O)C2CCCCC2)c[nH]1,2,3,-2,11,14,5,-4,-9,-1
CCOCCCNC(=O)CN1N=C(c2ccc(C)cc2)CCC1=O,1,1,2,1,4,-9,-1,2,-2
COc1ccc(N2CC(C(=O)NCCc3ccc(OC)c(OC)c3)CC2=O)cc1 (stereo not drawn),2,3,1,14,-16,6,-7,3,15
COc1ccc(Br)cc1S(=O)(=O)N1CCCc2ccccc21,-2,1,0,12,-25,11,-2,-16,-4
O=C(Nc1cc(N2CCCCC2)ncn1)c1ccccc1,-6,0,0,-2,3,-28,7,4,-1
Cn1c(N)c(C(=O)Nc2ccc3ccccc3c2)sc1=S,-2,-4,-5,-6,-4,5,-4,27,-11
N#Cc1nc(Nc2cc(F)cc(F)c2)c2ncn(CC(F)F)c2n1,2,.,-14,-1,0,15,-12,.,-15
COc1ccc(C(CNC(=O)c2ccc(N3CCCC3=O)cc2)N2CCCC2)cc1 (stereo not drawn),-1,.,-8,-5,-7,7,-4,.,-1
CC(=O)N[C@@H](Cc1c[nH]c2ccccc12)C(=O)NCCc1ccc(S(N)(=O)=O)cc1,-1,-5,-2,10,-12,18,3,6,-2

Screens deposited in PubChem BioAssay by The Scripps Research Institute Molecular Screening Center.

Some of the compounds tested; rates above refer to the full screens.
